# Source: PubChem (The Scripps Research Institute Molecular Screening Center)
# TCR CD3 inh: blocks the human TCR-CD3 interaction; TAMRA-labeled TCR probe fluorescence, biochemical; inhibition, % at 9.4 µM; 360,000 tested, 0.37% active; in the data active = inhibition above about 19%;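 note: recombinant mutant TCR 2C K166C tagged with TAMRA read by polarization; 0% = receptor in buffer alone and 100% = receptor with positive control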
# UHRF1 binding: blocks human UHRF1 binding to methylated DNA; inhibition, % at 4.4 µM; UHRF1 binding to methylated oligo, TR-FRET; Q96T88; 370,000 tested, 0.75% active; in the data active = inhibition above about 21%;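 note: UHRF1 SRA domain binding a hemimethylated CpG hairpin DNA probe; 0% = median of test compound wells and 100% = reference inhibitor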
# PRMT1 inh: inhibitors of human PRMT1; Q99873; recombinant PRMT1, activity-based probe fluorescence polarization; inhibition, % at 2.79 µM; 370,000 tested, 1.3% active; AID 652257;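 active = inhibition above about 21% made by adding two undisclosed values, limit read from the data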
# Target sequence (Q99873 whole entry, looked up): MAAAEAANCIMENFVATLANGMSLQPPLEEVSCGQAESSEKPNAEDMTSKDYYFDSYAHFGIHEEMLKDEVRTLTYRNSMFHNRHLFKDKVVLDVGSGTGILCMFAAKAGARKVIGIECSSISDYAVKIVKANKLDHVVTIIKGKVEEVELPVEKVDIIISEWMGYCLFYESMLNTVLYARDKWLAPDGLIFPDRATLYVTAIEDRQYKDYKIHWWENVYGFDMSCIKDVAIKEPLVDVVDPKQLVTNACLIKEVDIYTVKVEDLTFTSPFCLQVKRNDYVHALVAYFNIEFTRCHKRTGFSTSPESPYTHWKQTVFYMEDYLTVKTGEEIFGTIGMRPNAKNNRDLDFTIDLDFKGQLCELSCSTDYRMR
# TDP2 inh: blocks human TDP2 phosphodiesterase activity | recombinant TDP2, T5PNP hydrolysis, p-nitrophenol absorbance 415 nm | inhibition, % at 12.8 µM | 370,000 tested, 0.34% active | AID 720702;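 active = inhibition above the mean of all tested compounds plus 3 SD, set per campaign, cut at about 25% in these data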;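 note: 0% = DMSO with enzyme and 100% = buffer with substrate but no TDP2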
#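 Test system: human TDP2 enzyme; Input: 120 nM TDP2 per well; Buffer or medium: Mg2+-containing Tris-HCl buffer, pH 7.5; Reagent: 5 mM T5PNP; Dosing: 12.8 µM single point, 1% DMSO; Incubation: reaction 2 h, 37 °C; Detection: p-Nitrophenol epi absorbance; Read-out: % inhibition relative to enzyme-containing and enzyme-free wells; Replicates: single well per compound.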
# mABHD4 FP: inhibitors of mouse ABHD4; inhibition, % at 8.92 µM; purified mABHD4, FP-Rh probe fluorescence polarization; 370,000 tested, 0.54% active; Q8VD66;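 active = inhibition exceeding the mean over every tested compound plus 3 SD, cut at about 30% in these data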;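 note: 0% = plate median of compound wells and 100% = S159A mutant with DMSO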
# Target sequence (Q8VD66 whole entry, looked up): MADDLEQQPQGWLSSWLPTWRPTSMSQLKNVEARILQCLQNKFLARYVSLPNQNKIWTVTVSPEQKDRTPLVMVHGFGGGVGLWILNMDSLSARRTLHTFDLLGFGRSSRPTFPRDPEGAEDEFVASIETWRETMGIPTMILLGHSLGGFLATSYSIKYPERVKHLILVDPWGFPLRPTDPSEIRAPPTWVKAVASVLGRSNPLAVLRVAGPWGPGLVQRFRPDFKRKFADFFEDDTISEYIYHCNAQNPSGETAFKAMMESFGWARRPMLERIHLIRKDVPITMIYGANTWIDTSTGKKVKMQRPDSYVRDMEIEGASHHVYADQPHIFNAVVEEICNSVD
#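 Assay system: Wild-type mouse ABHD4 protein | Medium: HEPES pH 7.0 buffer, 150 mM NaCl, 0.01% Pluronic F-127 | Incubation: Enzyme–compound pre-incubation 45 min, then probe 60 min, both 25 °C | Technique: Fluorescence polarization with parallel and perpendicular emission, 525/598 nm | Evaluation: % inhibition of FP-Rh probe binding versus controls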
# PG9 binder: small molecules binding HIV-1 gp120 antibody PG9; AID 624416; 360,000 tested, 0.43% active; TR-FRET gp120-PG9 antibody binding; inhibition, % at 6.7 µM; in the data active = inhibition above about 8.5%
# DDE Tn7 FP inh: DD(E)-Tn7 binding inhibition, primary FP screen. P02675. FP displacement of FITC-Tn7 peptide from fibrin DD(E); 0% = median of compound wells per plate. inhibition, % at 8.3 µM. 370,000 tested, 0.13% active;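 active = inhibition above the mean of compounds falling within the control limits plus 3 SD of them, cut at about 14% in these data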;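 note: 0% = plate median of compound wells and 100% = 10 µM Aha-Tn7 peptide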
#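 system = human fibrin DD(E) protein | quantity = DD(E) 2 µM final | medium = Tris/NaCl/CaCl2 buffer, pH 7.8 | also added = labelled Tn7 tracer, 0.1 µM | compound dosing = single point at 8.3 µM | timing = compound with protein 10 min, then 3 h after probe, room temperature | signal = FP measurement | benchmarks = Aha-Tn7 high control | repeats = one replicate per compound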
# SIAE primary: blocks human sialic acid acetylesterase. inhibition, % at 9.66 µM. SIAE FP-Rh probe binding, fluorescence polarization. AID 1053197. 370,000 tested, 0.69% active;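 active = inhibition above a cutoff: mean of compounds within the control limits plus 3 SD of those, cut at about 17% in these data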;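 note: 0% = plate median of compound wells and 100% = probe without SIAE protein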
# HTRA1 inhibitor: HTRA1 (human) protease inhibition; recombinant HTRA1, FP-rhodamine activity-based probe, fluorescence polarization; inhibition, % at 5.96 µM; 340,000 tested, 0.5% active; AID 504803; in the data active = inhibition above about 36%;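 note: 0% = enzyme with DMSO and 100% = wells lacking enzyme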
# LEDGF integ inh: blocks HIV-1 LEDGF/p75-dependent DNA integration. TR-FRET IN-LEDGF/p75 DNA integration, Eu/Cy5. inhibition, % at 3.7 µM. 370,000 tested, 0.64% active. AID 743269;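 active = inhibition above the screen-wide mean plus 3 SD, cut at about 13% in these data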;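 note: signal is the Cy5 over europium emission ratio at 671 and 618 nm; 0% = plate median of compound wells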
# Numbers without * were called inactive; x = not tested or not shown.
SMILES,TCR CD3 inh,UHRF1 binding,PRMT1 inh,TDP2 inh,mABHD4 FP,PG9 binder,DDE Tn7 FP inh,SIAE primary,HTRA1 inhibitor,LEDGF integ inh
O=C1[C@H]2[C@@H](c3ccccc3)N[C@]3(CCCN(Cc4ccc(Br)cc4)C3=O)[C@H]2C(=O)N1Cc1ccccc1,4,-2,-2,1,-6,-0.6,-4,-1,-78,-3
CC(C)OP(=O)(OC(C)C)C(O)c1ccc2c(c1)OCO2 (stereo not given),-3,0,-1,-3,4,0.0,-3,3,1,3
Nc1c(-c2ccc(Cl)cc2)cnc2ncnn12,10,1,4,-3,-1,-1.9,-3,4,1,2
Cc1ccc(S(=O)(=O)Oc2ccc(/C=C3/N=C(c4ccccc4)OC3=O)cc2)cc1,4,-5,0,13,-5,-1.8,-7,5,-17,-1
CCn1c(CNC(C)=O)nnc1SCC(=O)c1ccc(Br)cc1,2,-4,4,-1,6,0.6,-5,7,-11,5
CC(C)N(Cc1nc(-c2ccccc2)no1)C(=O)c1ccc(Cl)cc1,-5,2,-2,2,-6,-1.7,4,-6,-11,3
CCOC(=O)C(C)Oc1ccc2c(-c3cccc([N+](=O)[O-])c3)cc(=O)oc2c1 (stereo not given),-3,0,0,3,-5,0.1,-5,3,1,-1
COC(=O)N/N=C(\C)c1ccc(-n2ccnc2)cc1,1,2,-1,-6,-2,-1.1,-4,-1,-5,4
CCOC(=O)c1sc(-c2cccc([N+](=O)[O-])c2)cc1N,3,1,6,-6,-2,-2.6,2,-3,1,-5
FC(F)(F)C1=NNC(c2ccc3ccccc3c2)=NN1,5,-3,1,-9,7,-3.0,1,-3,-6,-2
O=C(COC(=O)c1ccc(O)cc1O)NC1CC1,5,1,1,-9,3,-0.1,9,-6,7,0
O=C1NC2(CCCCC2)C(=O)N1CC(=O)N1CCc2ccccc21,-2,1,1,-1,-3,-0.2,3,-1,0,-5
COc1ccc(C)cc1NC(=O)CNCc1cccs1,-8,3,8,-4,-6,-0.3,13,3,-3,-3
O=C(O)c1ccc2c(c1)C(=O)N(c1ccc(Nc3ccccc3)cc1)C2=O,-1,-4,3,18,31*,-1.4,-1,8,13,4
COC(=O)[C@@]1(Cc2ccc(F)cc2)[C@H]2c3cc(C(=O)N4CCCC4)n(CCO)c3C[C@H]2CN1C(=O)c1ccccc1,10,0,2,1,2,-2.1,-7,-2,x,3
CCc1ccc(CN(Cc2cccnc2)C(=O)/C=C/c2ccc(OC)cc2)cc1,-2,-1,0,-11,-4,3.5,0,2,-35,4
Cc1ccc(CNC(=O)COC(=O)c2ccc(S(=O)(=O)N3CCCC3)cc2)cc1,3,0,-2,-7,3,0.8,1,-7,1,-3
CCOC(=O)C(C)Oc1cccc2c(=O)n(CC(=O)NCc3ccccc3)ccc12 (stereo not given),3,1,-1,2,-5,-1.4,5,3,4,-1
OCCC1CN(Cc2ccc(Oc3ncccn3)cc2)CCN1CCc1ccccc1 (stereo not given),9,4,-2,-2,2,-0.3,-11,0,7,3
Cc1ccccc1CSCC(=O)N/N=C/c1cccs1,0,-2,-2,10,2,-2.8,2,0,-6,-1
Cc1noc(/C=C/N(C)C)c1S(=O)(=O)N1CCC(C(=O)Nc2ccc(Cl)cc2)CC1,3,1,-4,7,-48,-0.4,-1,-2,-78,5
CCN1C(=O)CSC1=Nc1ccccc1Cl,-5,3,2,-16,7,0.9,-2,4,-1,-4
CCOc1ccc(C(=O)N[C@H](C(=O)Nc2cccc(S(=O)(=O)N3CCOCC3)c2)C(C)C)cc1,-5,1,-1,8,1,0.5,4,4,-6,-5
CNC(=O)C[C@H]1C(=O)N(CCc2ccccc2)C[C@@H]1Cc1ccccc1,-5,-2,3,1,0,-1.4,2,2,1,-3
Cc1cccc(NC(=O)c2ccc(S(=O)(=O)N3CCCC3)cc2)c1C,0,1,0,3,1,-0.4,4,0,8,3
CC(C)C(NS(=O)(=O)c1cccs1)C(=O)NCc1ccc2c(c1)OCO2 (stereo not given),0,0,0,-3,3,1.0,-2,-2,7,2
Cc1ccccc1-c1cc(C(=O)NCc2ccco2)nn1CC1CC(c2cccc([N+](=O)[O-])c2)=NO1 (stereo not given),4,16,1,4,-16,-0.5,4,0,-29,1
O=C(Cn1c(=O)c2cccn2c2ccccc21)Nc1ccc(F)cc1F,1,0,0,-12,-16,-0.8,-11,-14,-18,3
Cc1ccc(C2=NNC(c3cccc(F)c3)S2)cc1 (stereo not given),6,-3,-1,2,4,1.4,-2,5,-16,0
O=C(COc1ccc(Cl)cc1)NNC(=O)C(=O)NC1CCCCC1,6,-2,-2,13,-3,-1.9,-1,16,3,-2
O=C(NCc1ccccc1Cl)C(=O)NCC(c1ccco1)N1CCOCC1 (stereo not given),6,-1,-6,3,-7,-1.2,6,9,-8,7
COC(=O)c1cc(=O)n(CCc2ccc(OC)cc2)c(=Nc2ccc(F)c(Cl)c2)s1,-2,2,6,4,-1,-3.2,5,-7,-12,2
CC(C)C(c1nnnn1Cc1ccc(F)cc1)N1CCC(C(N)=O)CC1 (stereo not given),8,-3,1,6,-4,0.9,4,1,6,-4
COC(=O)c1cc(S(=O)(=O)NCC2CCN(Cc3ccc(Cl)cc3)CC2)cn1C,3,-2,-8,9,2,-1.9,-4,2,-7,2
CCOc1ccccc1N1CC(C(=O)Nc2ccc(C(=O)O)cc2)CC1=O (stereo not given),5,0,1,0,0,0.6,-7,0,-1,-1
CCCC(=O)Oc1ccc(-c2nccc(C(OC)OC)n2)cc1,3,2,7,2,-2,-1.6,2,0,-3,1
CCOc1ccc(CCNS(=O)(=O)c2ccc(-c3ccc(=O)[nH]n3)o2)cc1OCC,4,-2,1,9,8,-0.3,4,-4,4,1
CSc1cccc(NC(=S)N2CCC(N(C)C3CCCCC3C)CC2)c1 (stereo not given),5,0,-5,-6,-1,-0.2,3,7,-4,2
O=C(CN1C(=O)C(=O)N(CCC2=CCCCC2)C1=O)c1c[nH]c2ccccc12,-1,-1,1,3,-56,-0.7,1,-9,-24,-1
Cc1ccc(S(=O)(=O)N(C)c2c(C)ccc(S(=O)(=O)N3CCN(C=O)CC3)c2C)cc1,6,-2,-1,-16,5,-2.3,-7,0,0,0

# 4 of these compounds, reformatted.
Compound	TCR CD3 inh	UHRF1 binding	PRMT1 inh	TDP2 inh	mABHD4 FP	PG9 binder	DDE Tn7 FP inh	SIAE primary	HTRA1 inhibitor	LEDGF integ inh
Cc1ccc(C2=NNC(c3cccc(F)c3)S2)cc1 (stereo not given)	6	-3	-1	2	4	1.4	-2	5	-16	0
O=C(COc1ccc(Cl)cc1)NNC(=O)C(=O)NC1CCCCC1	6	-2	-2	13	-3	-1.9	-1	16	3	-2
O=C(NCc1ccccc1Cl)C(=O)NCC(c1ccco1)N1CCOCC1 (stereo not given)	6	-1	-6	3	-7	-1.2	6	9	-8	7
COC(=O)c1cc(=O)n(CCc2ccc(OC)cc2)c(=Nc2ccc(F)c(Cl)c2)s1	-2	2	6	4	-1	-3.2	5	-7	-12	2

# Following part:
SMILES,TCR CD3 inh,UHRF1 binding,PRMT1 inh,TDP2 inh,mABHD4 FP,PG9 binder,DDE Tn7 FP inh,SIAE primary,HTRA1 inhibitor,LEDGF integ inh
Cc1ccc2c(c1)N(CCCC(=O)N(C)Cc1ccccc1Cl)C(=O)CO2,x,1,-2,4,0,x,5,-1,x,0
O=C(OCc1c(-c2ccccc2)ncc2ccccc12)c1ccc(Br)cc1,2,-2,-3,10,6,0.7,1,-4,0,1
O=C(c1ccc(Br)o1)N1CCN(c2ccc3nnc(-c4ccc(F)cc4)n3n2)CC1,-2,-1,4,-1,0,0.7,1,-8,-3,-1
CCCCc1cc(=O)oc2cc(C)cc(OCC(=O)N3C[C@H]4C[C@@H](C3)c3cccc(=O)n3C4)c12,6,-1,2,-2,0,-0.3,-4,5,6,-3
CCN(CC(=O)NCc1ccc(Cl)cc1)CC(=O)Nc1ccc(C(N)=O)cc1,-4,0,-2,-14,-4,-1.2,-9,-1,1,3
CCS(=O)(=O)N1Cc2ccccc2CC1C(=O)OCC(=O)N(C(C)C)C(C)C (stereo not given),2,3,-8,-9,2,-2.2,-3,3,-13,3
COc1cc2cc(CN(CCc3ccccc3C)C(=S)NCCCN3CCOCC3)c(=O)[nH]c2cc1OC,3,0,-3,-12,0,-0.2,3,2,-2,-6
O=C(NC1CCCCC1)C1CC=CCC1C(=O)OCC(Cl)=C(Cl)Cl (stereo not given),-4,0,-1,1,-11,1.1,-2,8,0,2
CCCN1C(=O)c2cc(C(=O)O)ccc2C1O (stereo not given),1,0,-2,12,2,-0.1,3,1,-3,5
O=C(Nc1cccc(C(F)(F)F)c1)/C(=C/c1ccco1)NC(=O)c1cccs1,-2,-4,16,8,-6,0.4,-1,-11,-19,2
CCN1C[C@@H]2[C@@H]3C(=O)N(Cc4ccccc4)C(=O)[C@@H]3[C@](CC)(C1=O)N2C(=O)c1ccc(Br)cc1,7,-1,-2,7,6,0.2,-1,-2,1,4
CC1(C)CC(=O)C=C(Nc2ccccc2NC(=O)c2cnccn2)C1,-2,-3,0,6,6,-2.7,-4,8,6,0

# 2 entries from above in another layout.
smiles | TCR CD3 inh | UHRF1 binding | PRMT1 inh | TDP2 inh | mABHD4 FP | PG9 binder | DDE Tn7 FP inh | SIAE primary | HTRA1 inhibitor | LEDGF integ inh
CCCN1C(=O)c2cc(C(=O)O)ccc2C1O (stereo not given) | 1 | 0 | -2 | 12 | 2 | -0.1 | 3 | 1 | -3 | 5
O=C(Nc1cccc(C(F)(F)F)c1)/C(=C/c1ccco1)NC(=O)c1cccs1 | -2 | -4 | 16 | 8 | -6 | 0.4 | -1 | -11 | -19 | 2
